Assay outcomes deposited in PubChem BioAssay by National Center for Advancing Translational Sciences (NCATS).
TRb SRC2 PPI: qHTS for Inhibitors of the Interaction of Thyroid Hormone Receptor and Steroid Receptor Coregulator 2; Thyroid hormone receptor beta (Homo sapiens), P10828; TRbeta-SRC2 peptide binding, fluorescence polarization; receptor liganded with 1 µM T3; Potency, µM (titrated, usually from 106 µM), inactives show top-dose activity change, negative = inhibition, actives largely listed as inhibitors; 0.065% of 280,000 active;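 also: plate controls were bound peptide for no effect and peptide without receptor for full effect; nearly all actives have a fitted effect of over 50% in size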
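Quantitative HTS by FP: 0.6 uM TRb LBD, 20 nM labeled SRC2 20-mer, 1 uM T3, 5% DMSO; 5 hr ambient incubation; % activity per concentration and potencies from concentration series.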
L3MBTL1 inh: qHTS Assay for the Inhibitors of L3MBTL1; Lethal(3)malignant brain tumor-like protein 1 (Homo sapiens), Q9Y468; AlphaScreen L3MBTL1–H3K9me1 peptide binding; Potency, µM (series often up to 57.1 µM), inactives show at the top dose activity, negative = inhibition, most hits filed as inhibitors; 0.66% of 230,000 active; AID 485360, 2010; also: nearly all actives have a fitted effect of over 60% in size
Target sequence (Q9Y468 whole entry, looked up): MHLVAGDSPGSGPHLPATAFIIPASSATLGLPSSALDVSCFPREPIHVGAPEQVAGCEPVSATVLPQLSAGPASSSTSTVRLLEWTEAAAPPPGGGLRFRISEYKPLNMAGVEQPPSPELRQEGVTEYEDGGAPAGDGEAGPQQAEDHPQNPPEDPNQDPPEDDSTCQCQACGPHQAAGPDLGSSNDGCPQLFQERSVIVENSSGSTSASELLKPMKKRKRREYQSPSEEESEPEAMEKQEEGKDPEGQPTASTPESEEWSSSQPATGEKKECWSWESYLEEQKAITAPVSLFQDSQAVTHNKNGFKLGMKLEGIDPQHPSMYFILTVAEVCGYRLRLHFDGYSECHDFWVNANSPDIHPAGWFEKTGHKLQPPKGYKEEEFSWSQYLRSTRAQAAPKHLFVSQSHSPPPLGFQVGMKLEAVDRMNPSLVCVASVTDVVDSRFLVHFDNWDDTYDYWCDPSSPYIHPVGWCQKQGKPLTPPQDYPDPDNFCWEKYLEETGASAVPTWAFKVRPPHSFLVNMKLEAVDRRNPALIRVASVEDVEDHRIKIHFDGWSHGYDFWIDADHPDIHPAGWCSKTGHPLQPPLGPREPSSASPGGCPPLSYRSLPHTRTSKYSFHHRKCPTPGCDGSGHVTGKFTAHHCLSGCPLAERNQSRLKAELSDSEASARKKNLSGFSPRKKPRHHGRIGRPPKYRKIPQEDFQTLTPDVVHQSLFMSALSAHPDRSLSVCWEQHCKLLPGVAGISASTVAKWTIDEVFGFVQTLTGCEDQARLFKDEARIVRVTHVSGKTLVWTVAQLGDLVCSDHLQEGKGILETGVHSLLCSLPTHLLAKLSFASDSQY
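L3MBTL1 50 nM + b-AHA-H3(1-15)K9me1 75 nM, 30 min RT; compound added, 30 min RT; streptavidin donor/Ni-chelate acceptor beads 10 ug/mL each final, 30 min RT dark; AlphaScreen read.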
Tau fluor counter: Counterscreen qHTS for Inhibitors of Tau Fibril Formation, Fluorescence Polarization; Potency, µM (highest dose often 57.7 µM), inactives show at the highest dose activity change, negative = decrease; tau K18 P301L Alexa594 fluorescence, heparin fibrillization; 0.93% of 280,000 active; also: nearly all actives have a fitted effect of over 55% in size
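Human K18 P301L tau (15 uM unlabeled plus 0.24 uM Alexa 594-labeled, final) in 100 mM sodium acetate pH 7 was mixed with compound and 20 uM heparin and incubated 6 hr at 37 C.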
Tau FP inhib: qHTS for Inhibitors of Tau Fibril Formation, Fluorescence Polarization; K18 P301L tau heparin fibrillization, Alexa594 FP, 6 h; Potency, µM (top dose mostly 57.7 µM), for the others: top-dose activity, negative = inhibition, hits mostly inhibitors; 0.39% of 280,000 active; AID 1468, 2008; also: nearly all actives have a fitted effect of over 55% in size
Target sequence (P10636 561-689 P618L limits assumed): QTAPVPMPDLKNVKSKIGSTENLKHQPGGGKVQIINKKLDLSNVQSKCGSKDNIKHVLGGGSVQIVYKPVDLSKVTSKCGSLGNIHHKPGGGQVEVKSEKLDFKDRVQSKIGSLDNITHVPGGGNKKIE
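Human tau K18 […] P301L fragment, 15 uM unlabeled plus 0.24 uM Alexa 594-labeled tau (final), with compound and 20 uM heparin in 100 mM sodium acetate pH 7; 6 hr at 37 C, then Alexa 594 FP read.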
Tau ThT inhib: qHTS for Inhibitors of Tau Fibril Formation, Thioflavin T Binding; Microtubule-associated protein tau (Homo sapiens), P10636; recombinant tau K18 P301L, heparin-induced fibrillization, ThT fluorescence; Potency, µM (highest dose often 57.4 µM), without a hit: at the top dose activity, negative = inhibition, actives largely listed as inhibitors; 2.1% of 270,000 active; AID 1460, 2008; also: nearly all actives have a fitted effect of over 55% in size
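Using a mix of unlabeled (15 uM) and Alexa 594-labeled (0.24 uM) tau K18 P301L, heparin-triggered fibrillization over 6 hr at 37 C was scored by ThT fluorescence.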
TR SRC2 fluor cs: Total Fluorescence Counterscreen for Inhibitors of the Interaction of Thyroid Hormone Receptor and Steroid Receptor Coregulator 2. TRb/SRC2 Texas Red total fluorescence interference. Potency, µM (top dose mostly 106 µM), inactives show top-dose fluorescence change, negative = quenching. 0.29% of 280,000 active. AID 1479, 2009; active = well fitted curve in either direction with a large enough effect; inconclusive = small, poorly fitted or top-dose-only effect
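Human TRb ligand-binding domain at 0.6 uM with 20 nM Texas Red SRC2 peptide in Tris buffer containing 1 uM T3 and 5% DMSO, incubated with compound 5 h at ambient temperature. Total fluorescence (555/632 nm) calculated as parallel + 2 × perpendicular.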
aGal spleen mod: qHTS Assay for Inhibitors and Activators of Human alpha-Galactosidase From Spleen Homogenate; 0.008% of 240,000 active; human spleen homogenate, 4MU-alpha-Gal fluorescence, 40 min; Alpha-galactosidase A (Homo sapiens), P06280; Potency, µM (highest dose often 80 µM), inactives show at the highest dose activity change, negative = inhibition, most hits filed as inhibitors; AID 2107, 2009;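 also: 0% = enzyme with vehicle and -100% = no enzyme basal signal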
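Spleen homogenate 1 ug + cpd (titration) + 4-MU-alpha-D-galactopyranoside 1 mM; 37C 40 min; 50 mM citrate/phosphate pH 5.0, 0.01% Tween-20; stop pH 10; fluorescence 365/440; AC50 via Hill.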
ALDH1A1 inh: qHTS Assay for Inhibitors of Aldehyde Dehydrogenase 1 (ALDH1A1) | Aldehyde dehydrogenase 1A1 (Homo sapiens), P00352 | Purified ALDH1A1, NADH fluorescence, propionaldehyde substrate | Potency, µM (titrated, usually from 75.3 µM), without a hit: at the highest dose activity, negative = inhibition, hits mostly inhibitors | 7.3% of 220,000 active; active = well fitted inhibition curve with a large enough effect, not every such curve was filed as active; inconclusive = small, poorly fitted or top-dose-only effect, or another doubt; inactive = no such curve, though single readings can be large or run the other way;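 also: plate controls were no enzyme wells and a reference inhibitor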
The depositor's hits bear a star; ? = inconclusive; . = no result given; & = joins results of further samples; [ ] = another dose, or the depositor's remark. Unless noted, calls follow the shape of the dose curve; as a rule, active = well fitted curve in the direction sought with a large enough effect; inconclusive = small, poorly fitted or top-dose-only effect, or another doubt; inactive = no such curve, though single readings can be large; an effect the other way counts as inactive or inconclusive. Unless noted, % is scaled to controls: 0 for no effect and ±100 for the full control effect; potency is read from the fitted curve at half-maximal effect. Rows are unselected; about 8.5% have a hit in one of these screens.

SMILES	TRb SRC2 PPI	L3MBTL1 inh	Tau fluor counter	Tau FP inhib	Tau ThT inhib	TR SRC2 fluor cs	aGal spleen mod	ALDH1A1 inh
N#C/C(=C\c1ccc[nH]1)C(=O)N1CCCCC1	1%	-2%	-1%	1%	-7%	0%	-12%	?
CCOC(=O)N1CCN(S(=O)(=O)c2ccc(F)c(C(=O)Nc3ccc(C(C)C)cc3)c2)CC1	2%	?	-23%	0%	-14%	-1%	-1%	-15%
COc1ccc(-n2c(SCCC(C)C)nc3sc4c(c3c2=O)CC(C(C)C)OC4)cc1 (stereo unspecified)	11%	.	-7%	2%	-8%	-4%	.	.
COC(=O)c1ccc(NN=Nc2ccc(C)cc2)cc1	-4%	-1%	-17%	3%	?	-4%	-3%	?
COc1ccc(C(=O)NCc2nnc(SCC(=O)NCc3ccc(F)cc3)o2)cc1	-14%	.	-3%	-3%	0%	1%	-16%	?
CC(C)Cn1cc(NC(=O)NCc2ccc(Cl)cc2)c2ccccc2c1=O	-9%	.	?	5%	-3%	-1%	.	.
Cc1ccc(C(=O)OCc2cn(-c3ccccc3)nn2)cc1	1%	39%[activator]	-9%	1%	-6%	-2%	-3%	-3%
CC(=O)c1cccc(NC(=O)C2CC(c3ccc(F)cc3)=NO2)c1 (stereo unspecified)	-6%	.	-13%	-8%	-19%	-1%	-6%	-2%
O=C(CN1CCN(Cc2ccccc2Cl)C1=O)NCc1ccccn1	-1%	1%	4%	4%	-2%	-2%	1%	.
COc1cccc(-c2cc(C(F)(F)F)n3nc(C(=O)Nc4c(C)n(C)n(-c5ccccc5)c4=O)cc3n2)c1	0%	10%	2%	2%	-8%	2%	-8%	2%
COc1ccc(C(=O)Nn2c(C)nnc2-n2nc(C)cc2C)cc1OC	-13%	4%	7%	9%	1%	0%	-7%	-2%
O=C(O)CCC(=O)Nc1ccc(S(=O)(=O)N2CCCC2)cc1	1%	.	10%	8%	2%	-6%	-9%	-4%
N#C/C(=C\c1ccncc1)c1nc2ccccc2c(=O)[nH]1	1%	?	-15%	2%	?	-3%	-3%	7.9µM*
Cc1ccc(CNC(=O)c2cccc(OCc3c(C)noc3C)c2)cc1	2%	-6%	0%	11%	-3%	0%	-8%	-12%
Cc1ccc(Cl)cc1N1CCN(CC(=O)Nc2ccc3[nH]c(=O)[nH]c3c2)CC1	7%	-7%	-13%	-9%	5%	2%	-3%	22µM*
COCCn1c(N)c(C(=O)NCC2CCCO2)c2nc3ccccc3nc21 (stereo unspecified)	?	9%	-17%	-10%	-10%	-4%	?	?
Cc1onc(-c2ccccc2)c1C(=O)OCC(=O)c1ccccc1	2%	4%[11.4 µM]	-26%	-13%	-17%	0%	2%	0%
Cc1ccc(C(=O)Nc2ccc(N3CCN(S(C)(=O)=O)CC3)cc2)cc1	-1%	.	-10%	2%	?	-5%	-2%	11%
NC(=O)COc1ccc(Nc2nnc(-c3ccc(O)cc3)c3ccccc23)cc1	3%	-5%	-28%	1%	-11%	-2%	-1%	.
CC1C(C#N)=C(SCC(N)=O)NC2=C1C(=O)CC(C)(C)C2 (stereo unspecified)	-5%	.	-5%	-3%	1%	-4%	6%	?

Part of the list above, with bars between the fields.
SMILES | TRb SRC2 PPI | L3MBTL1 inh | Tau fluor counter | Tau FP inhib | Tau ThT inhib | TR SRC2 fluor cs | aGal spleen mod | ALDH1A1 inh
CC(C)Cn1cc(NC(=O)NCc2ccc(Cl)cc2)c2ccccc2c1=O | -9% | . | ? | 5% | -3% | -1% | . | .
Cc1ccc(C(=O)OCc2cn(-c3ccccc3)nn2)cc1 | 1% | 39%[activator] | -9% | 1% | -6% | -2% | -3% | -3%
CC(=O)c1cccc(NC(=O)C2CC(c3ccc(F)cc3)=NO2)c1 (stereo unspecified) | -6% | . | -13% | -8% | -19% | -1% | -6% | -2%
O=C(CN1CCN(Cc2ccccc2Cl)C1=O)NCc1ccccn1 | -1% | 1% | 4% | 4% | -2% | -2% | 1% | .
COc1cccc(-c2cc(C(F)(F)F)n3nc(C(=O)Nc4c(C)n(C)n(-c5ccccc5)c4=O)cc3n2)c1 | 0% | 10% | 2% | 2% | -8% | 2% | -8% | 2%
COc1ccc(C(=O)Nn2c(C)nnc2-n2nc(C)cc2C)cc1OC | -13% | 4% | 7% | 9% | 1% | 0% | -7% | -2%
O=C(O)CCC(=O)Nc1ccc(S(=O)(=O)N2CCCC2)cc1 | 1% | . | 10% | 8% | 2% | -6% | -9% | -4%
N#C/C(=C\c1ccncc1)c1nc2ccccc2c(=O)[nH]1 | 1% | ? | -15% | 2% | ? | -3% | -3% | 7.9µM*
Cc1ccc(CNC(=O)c2cccc(OCc3c(C)noc3C)c2)cc1 | 2% | -6% | 0% | 11% | -3% | 0% | -8% | -12%
Cc1ccc(Cl)cc1N1CCN(CC(=O)Nc2ccc3[nH]c(=O)[nH]c3c2)CC1 | 7% | -7% | -13% | -9% | 5% | 2% | -3% | 22µM*
COCCn1c(N)c(C(=O)NCC2CCCO2)c2nc3ccccc3nc21 (stereo unspecified) | ? | 9% | -17% | -10% | -10% | -4% | ? | ?
Cc1onc(-c2ccccc2)c1C(=O)OCC(=O)c1ccccc1 | 2% | 4%[11.4 µM] | -26% | -13% | -17% | 0% | 2% | 0%

(cont.)
SMILES	TRb SRC2 PPI	L3MBTL1 inh	Tau fluor counter	Tau FP inhib	Tau ThT inhib	TR SRC2 fluor cs	aGal spleen mod	ALDH1A1 inh
N#Cc1c(N)n(-c2cccc(C(=O)O)c2)c2nc3ccccc3nc12	2%	0%	-14%	-10%	-11%	-6%	?	.
Nc1nonc1-c1nc2ccccc2n1CC(=O)N1CCN(c2ccc(F)cc2)CC1	7%	1%[11.4 µM]	-9%	0%	-1%	-3%	-2%	8%
COC(=O)C1CCN(Cc2cn(Cc3ccccc3)nc2-c2cc3ccccc3o2)CC1	-6%	-26%	-19%	-2%	-17%	-2%	7%	1%
Cc1ccc(-c2nnc(-c3ccccc3)c(-c3ccccc3)n2)cc1	3%	-6%	-23%	-1%	-18%	-1%	9%	?
O=C1C=C(Nc2ccc(O)cc2)C(=O)c2ccccc21	1%	-3%	16µM*[quencher]	?	13µM*	-3%	8%	-8%
Cc1ccc(-c2c(C(=O)N(C)Cc3ccccc3)oc(=O)c3ccccc23)cc1	-3%&-2%	30%	-15%&4%	-2%&-3%	-16%&5%	-1%&-2%	-10%	1.8µM*
CSc1ncc(Cl)c(C(=O)NCc2ccc(C)cc2)n1	-7%	.	-12%	-6%	-3%	6%	.	.
COc1ccc(C2CC(c3ccc4ccccc4c3)=NN2C(=O)COC(=O)C2CCC(=O)N2)cc1 (stereo unspecified)	0%	-12%	-2%	-9%	-6%	-1%	-2%	?
C=CCNc1nc(NC(C)(C)CO)nc(OCC)n1	1%	29%[11.4 µM]	8%	-1%	13%	-1%	-3%	0%
O=C(O)c1ncn(Cc2ccccc2)c1C(=O)O	7%	-6%	-1%	5%	-3%	1%	4%	1%
O=C(c1ccco1)N1CCN(S(=O)(=O)c2ccc([N+](=O)[O-])cc2)CC1	2%	-5%	-3%	5%	2%	-7%	-2%	-15%
Cc1nc(C)c(-c2ccc(SCC(=O)Nc3ccc(Cl)c(Cl)c3)nn2)s1	4%	.	?	?	-9%	-2%	.	.
COc1ccccc1-n1cnc2cc(NCc3cccs3)ccc21	5%	.	?	5%	?	-2%	-1%	?
O=S(=O)(c1ccc(Cl)s1)N1CCc2ccccc2C1	3%	47%[activator]	-20%	-4%	-1%	2%	-2%	-7%
CCCCCn1cnc2sc(CC)cc2c1=O	-4%	48%[activator]	-5%	5%	-5%	-4%	6%	-2%
CC(=O)Nc1nonc1-c1nnc(SCC(=O)Nc2cc(C)cc(C)c2)n1C	0%	.	-6%	-4%	-12%	7%	.	.
Cc1cc(-c2cc(C(=O)NC3CCCC3)on2)nc(NC2CCCC2)n1	4%	.	16%	1%	14%	-2%	6%	.
CCN(CC)C(=O)c1sc(NC(=O)c2ccc(OC)c([N+](=O)[O-])c2)c(C#N)c1C	-6%	7%	-19%	12%	?	0%	-8%	-1%
CCOC(=O)c1cc2c(N)c(C(=O)c3cc(C#N)c(SC)nc3C)sc2nc1C	0%	3%	-25%	1%	-5%	3%	1%	?
C/C(=N\NC(=O)OC(C)(C)C)c1ccc[nH]1	-1%	0%	-3%	2%	-8%	-3%	-5%	6%
COc1ccc(SC[C@H](Cc2ccccc2)N2CCN(C)CCC2=O)cc1	-4%	.	-1%	-4%	7%	2%	5%	.
Clc1ccc(-c2n[nH]c3c2CCC3)cc1Cl	-7%	-7%	?	-8%	?	-1%	5%	?
Cc1ccnc2nc(C(=O)NCc3cccs3)nn12	6%	.	1%	0%	5%	1%	-4%	-2%
Cc1ccc(N(NC(=O)C(O)(c2ccccc2)c2ccccc2)C(=O)CCl)cc1	-5%	-7%	0%	-7%	4%	-1%	5%	?
Cc1[nH]c2c(C)cccc2c1CCNC(=O)c1ccc2c(c1[N+](=O)[O-])C(=O)c1ccccc1C2=O	6%	-10%	7.9µM*[quencher]	6%	?	1%	-20%	-11%
Cc1cccc(Cn2nc(C)c(NC(=O)c3ccc(F)cc3)c2C)c1	-5%	4%	3%	11%	0%	1%	0%	5%
COc1cccc(-c2nc(CCl)cs2)c1OC	-5%	-3%	-4%	-9%	-7%	0%	-5%	?
CC(C)(C)C1CCc2c(sc3nc(-c4cc5ccccc5oc4=O)[nH]c(=O)c23)C1 (stereo unspecified)	-8%	.	-6%	2%	-5%	4%	.	.
CC(=O)c1cccc(NC(=O)CN2C(=O)c3ccccc3Sc3ncccc32)c1	16%	.	-7%	-10%	1%	0%	.	.
